# Screening results from PubChem BioAssay.
# M5 PAM – positive allosteric modulators of human muscarinic M5 receptor; CHO-K1 hM5, Fluo-8 calcium, ACh EC20 PAM; 0% = ACh EC20, 100% = ACh EC100; activation, % at 3 µM; 360,000 tested, 0.3% active; AID 624038;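 active = activation above the run cutoff, the mean activation of all test compounds plus 3 SD, cut at about 18% in these data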
# Target sequence (P08912 whole entry, looked up): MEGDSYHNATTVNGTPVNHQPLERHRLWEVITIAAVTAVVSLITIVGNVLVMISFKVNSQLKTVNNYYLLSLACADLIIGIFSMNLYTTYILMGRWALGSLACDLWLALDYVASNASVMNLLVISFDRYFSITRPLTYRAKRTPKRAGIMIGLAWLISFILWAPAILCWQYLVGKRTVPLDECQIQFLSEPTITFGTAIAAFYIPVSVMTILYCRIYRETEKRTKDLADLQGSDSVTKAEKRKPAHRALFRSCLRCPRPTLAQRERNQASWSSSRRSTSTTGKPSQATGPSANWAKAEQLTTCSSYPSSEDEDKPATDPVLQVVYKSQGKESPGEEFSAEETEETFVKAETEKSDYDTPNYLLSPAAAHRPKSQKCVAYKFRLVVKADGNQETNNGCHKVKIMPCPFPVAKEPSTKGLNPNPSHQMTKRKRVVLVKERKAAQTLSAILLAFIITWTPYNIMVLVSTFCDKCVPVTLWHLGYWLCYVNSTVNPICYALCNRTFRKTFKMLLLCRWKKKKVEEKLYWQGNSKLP
#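 system = human M5 receptor in CHO-K1 cells | reagent = EC20 acetylcholine as agonist stimulus | compound dosing = single-point, 3 µM nominal | incubation = Fluo-8 loading 80 min at 37 °C plus 30 min room temperature | detection = Fluo-8 calcium dye fluorescence, kinetic read | benchmarks = low control EC20 acetylcholine (0%), high control EC100 acetylcholine (100%)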
# CRFR2-BP ag – agonists of human CRF-binding protein/CRF-R2 receptor complex. HEK293 CRF-R2/CRF-BP, calcium dye fluorescence (FLIPR); percent of saturating CRF peptide response. 350,000 tested, 0.46% active. AID 588473. activation, % at 13.2 µM;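 active = activation of at least 50%, plus an integration ratio under a set limit after plate pattern correction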;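 note: plate controls were neutral control wells without compound for no effect and CRF at EC100 for full effect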
# M4 antag – antagonists of human muscarinic M4 receptor (CHRM4); P08173; CHO-hM4 cells, ACh EC80, Fluo-8 calcium fluorescence; inhibition, % at 3 µM; 360,000 tested, 0.73% active; AID 624125;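 active = inhibition above its plate's cutoff, the mean inhibition of sample wells plus 3 SD, cut at about 27% in these data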;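 note: 0% = acetylcholine EC80 with DMSO and 100% = DMSO without agonist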
# Target sequence (P08173 whole entry, looked up): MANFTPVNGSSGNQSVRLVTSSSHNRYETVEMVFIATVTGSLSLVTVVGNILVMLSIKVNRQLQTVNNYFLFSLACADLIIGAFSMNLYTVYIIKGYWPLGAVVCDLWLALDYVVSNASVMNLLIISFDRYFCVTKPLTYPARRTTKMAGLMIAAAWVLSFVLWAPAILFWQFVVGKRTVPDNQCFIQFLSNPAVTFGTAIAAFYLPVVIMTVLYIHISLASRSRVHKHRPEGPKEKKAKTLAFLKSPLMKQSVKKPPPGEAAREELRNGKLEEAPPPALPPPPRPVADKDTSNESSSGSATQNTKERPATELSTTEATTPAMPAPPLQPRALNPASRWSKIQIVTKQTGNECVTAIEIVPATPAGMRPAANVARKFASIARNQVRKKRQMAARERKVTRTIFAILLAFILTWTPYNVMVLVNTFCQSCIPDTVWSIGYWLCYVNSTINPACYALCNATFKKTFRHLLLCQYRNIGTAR
# CRFR2-BP antag – antagonists of CRF-binding protein/CRF-R2 receptor complex; HEK293 CRF-R2/CRF-BP, CRF-induced calcium fluorescence; 350,000 tested, 0.59% active; inhibition, % at 11.8 µM;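 active = inhibition of the ligand-induced calcium signal above about 50% at the single tested concentration, limit read from the data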
# M5 antag – antagonists of human muscarinic M5 receptor (CHRM5) | 360,000 tested, 0.59% active | CHO-hM5 cells, Fluo-8 calcium fluorescence, ACh EC80 | inhibition, % at 3 µM;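 active = inhibition above a per-plate cutoff, the mean of that plate's test compounds plus 3 SD, cut at about 27% in these data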;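 note: 0% = acetylcholine EC80 with DMSO and 100% = DMSO without agonist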
# IDE cell inh – cellular human IDE inhibition; P14735; HEK cells, FAbetaB cleavage, fluorescence polarization; inhibition, % at 5.59 µM; 320,000 tested, 0.41% active;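 active = percent inhibition above the average of all tested compounds plus 3 SD, set per screening campaign, cut at about 16% in these data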;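 note: IDE supplied by intact live HEK cells; FP after avidin binding of uncleaved biotin substrate so inhibition keeps polarization high; 0% = DMSO wells and 100% = 60 µM reference IDE inhibitor Ii1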
# M5 ag – agonists of human muscarinic M5 receptor (CHRM5); 360,000 tested, 0.19% active; activation, % at 3 µM; CHO-K1 hM5 cells, Fluo-8 calcium fluorescence; 0% DMSO wells, 100% maximal acetylcholine response;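 active = activation above the run's mean over test compounds plus 3 SD, cut at about 23% in these data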;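 note: signal is peak over basal fluorescence ratio across the kinetic read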
# M4 ag – agonists of human muscarinic M4 receptor (CHRM4) | P08173 | CHO-K1 hM4/Gqi5, Fluo-8 calcium fluorescence; vehicle 0%, full acetylcholine response 100% | activation, % at 3 µM | 360,000 tested, 0.14% active | AID 624127;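 active = activation above the run mean over all test wells plus 3 SD, cut at about 32% in these data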;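 note: peak over basal fluorescence ratio per well then scaled between controls; 0% = DMSO wells and 100% = acetylcholine at EC100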
# CHRM4 PAM – positive allosteric modulators of human muscarinic M4 receptor; CHO-K1 hM4/Gqi5, Fluo-8 calcium fluorescence, ACh EC20; 0% = ACh EC20, 100% = maximal ACh; activation, % at 3 µM; P08173; 360,000 tested, 0.4% active;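 active = activation above its plate's cutoff, the mean activation of sample wells plus 3 SD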; note: some results filed as inactive read as strong as hits
# Numbers without * were called inactive; . = not tested or not shown.
M5 PAM,CRFR2-BP ag,M4 antag,CRFR2-BP antag,M5 antag,IDE cell inh,M5 ag,Structure,M4 ag,CHRM4 PAM
4.7,-0.3,21.6,-17.2,0.5,-2.7,-3.5,Cc1ccccc1Nc1nnc(SCC(=O)NC2CCCc3ccccc32)s1 (configuration not stated),3.9,12.2
0.2,-0.7,-0.8,4.1,12.3,5.1,-1.3,O=C(c1ccc(Cl)cc1)N(Cc1ccccc1F)N1C(=O)CCCC1=O,1.9,1.2
9.3,0.3,10.0,-2.9,1.9,-2.0,-3.4,COc1ccnc(CN(C)C(=O)C2CCC(=O)N(Cc3cccc(C(F)(F)F)c3)C2)c1 (configuration not stated),0.2,1.4
-5.4,-0.3,-2.8,23.1,10.3,.,-1.5,C=CCNc1nc(Cl)nc(NCc2ccco2)n1,-0.3,2.8
0.7,-0.9,13.5,-6.9,1.5,-1.8,-0.8,CCOC(=O)c1c(N)sn(-c2ccccc2C)c1=S,1.3,-6.5
0.6,0.2,-12.3,-19.8,1.1,-6.4,-0.5,CCc1cc2cccc(C)c2nc1SCC(=O)NNC(=O)c1ccco1,2.9,8.7
5.5,0.2,-4.3,-16.5,1.9,-1.9,0.0,CCOc1ccc2[nH]c(=O)c(CN(Cc3cccs3)Cc3nnnn3C(C)(C)C)cc2c1,4.7,9.0
-12.0,-0.8,0.6,5.2,6.2,1.1,9.1,CC(OC(=O)/C=C/c1ccc2ccccc2n1)C(=O)NCc1ccccc1 (configuration not stated),11.8,-0.3
0.4,-1.1,0.8,-4.7,7.3,-3.3,-2.0,COCCCN1C(=O)C(=O)/C(=C(/O)c2ccc(S(=O)(=O)N3CCCCC3)cc2)C1c1ccc(O)c(OC)c1 (configuration not stated),0.3,-2.1
-3.2,-2.2,-2.0,-1.4,-5.9,-1.6,-1.5,CN(C)C(=O)C1Cc2ccccc2CN1S(=O)(=O)c1cccs1 (configuration not stated),0.2,-0.1
-2.4,-0.1,9.7,-1.1,7.9,2.1,0.2,Cc1cccc(C)c1NC(=O)CNC(=O)CNC(=O)Cc1cccc2ccccc12,1.0,-0.2
-8.1,-1.8,-0.1,-3.3,10.8,0.2,0.3,O=C(NCc1ccccc1)c1nc[nH]c1C(=O)N1CCN(c2ccccc2)CC1,4.8,2.8
-5.4,1.2,13.9,-13.8,14.4,-0.7,-0.4,Cc1cc(C(=O)COC(=O)c2ccc(NC(=O)CC#N)cc2)c(C)n1CCc1ccc(F)cc1,10.0,-3.0
-2.3,-0.7,-3.4,103.5*,4.0,4.5,-3.1,O=C(NCCc1cn[nH]c1)C1CCC(=O)N(CCc2cccc(F)c2)C1 (configuration not stated),0.5,2.2
-6.8,-0.3,-8.4,-2.8,13.3,-2.6,-0.8,S=C(NCC1COc2ccccc2O1)Nc1ccccc1 (configuration not stated),13.3,-0.2
3.2,-0.6,-6.4,3.0,2.5,-3.0,0.5,Nc1cc(=O)[nH]c(SCC(=O)Nc2ccc([N+](=O)[O-])cc2)n1,0.7,-5.7
2.2,0.0,-7.9,-6.0,8.9,3.0,-3.8,COCCNc1oc(Cc2cccc3ccccc23)nc1C#N,1.6,0.5
2.5,2.0,-6.7,6.2,4.3,-0.4,-3.5,CCOC(=O)C1CCN(CCC(=O)Nc2ccc(Br)cc2)CC1,3.0,-6.4
-2.8,0.0,-3.0,-0.3,1.3,-2.0,-0.8,COCc1cc(C)n(CC(=O)Nc2c(C)cccc2C)c(=O)c1C#N,0.6,3.5
1.6,.,-7.8,.,3.1,.,0.1,Nc1sc(-c2ccccc2)cc1C(=O)NCCc1c[nH]c2ccccc12,6.1,8.9
-0.8,3.4,-1.9,-11.5,-1.9,-1.7,0.8,Cc1ccc(C(=O)NCCN2CCOCC2)cc1Cl,2.1,5.5
-11.8,10.4,10.7,-15.2,-1.6,2.7,6.4,Cc1ccc2nc(NC(=O)C3CCN(S(=O)(=O)c4cccs4)CC3)sc2c1,10.1,-12.8
-0.3,2.5,-16.6,7.2,2.7,.,-0.9,COc1ccc(CSc2n[nH]c(=O)[nH]c2=O)cc1,0.8,-0.1
-13.6,-3.8,-14.7,23.9,-0.9,3.9,2.8,COc1ccc(CCNC(=O)CCN2C(=O)C(C)Oc3ccc(C)cc32)cc1OC (configuration not stated),9.2,-3.8
-4.3,-1.9,-7.0,24.6,12.3,0.2,-6.7,CCOC(=O)c1ccccc1NS(=O)(=O)c1ccccc1F,-3.1,14.9
-6.7,4.2,-2.8,-48.3,10.1,-5.1,-0.9,Cc1ccc(NC(=O)C(Cc2ccccc2)NC(=O)c2ccco2)cc1 (configuration not stated),-1.4,-1.5
-0.8,-0.6,-2.7,2.0,-2.5,-4.0,3.3,Cc1cc(C(=O)N2CC(C)CC(C)C2)c(C)o1 (configuration not stated),0.5,1.6
-4.3,-0.3,3.1,11.9,-3.0,1.9,-8.8,Cc1nn(C)c(C)c1CN(C)C(=O)C1c2ccccc2Oc2ccccc21,2.7,-1.9
-6.1,2.0,10.1,-20.6,17.5,-0.5,-1.4,O=C(c1cc(Cl)nc2ccccc12)N(Cc1nnc(-c2ccccc2Cl)o1)C1CC1,11.4,-10.4
-0.8,-0.3,-8.2,12.8,0.4,1.1,0.7,O=C(NC1CCCCCCC1)C1CCCN(S(=O)(=O)c2cnc[nH]2)C1 (configuration not stated),2.6,3.9

# With a hit mark in CRFR2-BP antag (from the list above):
M5 PAM,CRFR2-BP ag,M4 antag,CRFR2-BP antag,M5 antag,IDE cell inh,M5 ag,Structure,M4 ag,CHRM4 PAM
-2.3,-0.7,-3.4,103.5*,4.0,4.5,-3.1,O=C(NCCc1cn[nH]c1)C1CCC(=O)N(CCc2cccc(F)c2)C1 (configuration not stated),0.5,2.2

# Continued.
M5 PAM,CRFR2-BP ag,M4 antag,CRFR2-BP antag,M5 antag,IDE cell inh,M5 ag,Structure,M4 ag,CHRM4 PAM
-7.9,2.9,-2.3,-29.3,2.6,1.9,-1.9,Cc1cc(NC(=O)Cn2ccc([N+](=O)[O-])n2)no1,1.5,-5.3
-1.4,1.3,4.2,5.0,7.2,-1.2,1.7,CCCc1cc(=O)oc2cc(C)cc(OC(C)C(=O)NCC3CCC(C(=O)O)CC3)c12 (configuration not stated),-0.3,0.4
0.9,15.0,5.4,2.7,7.4,8.8,2.0,Cc1ccc(C2C=C(c3ccccc3)Nc3ncnn32)cc1 (configuration not stated),2.4,3.4
-6.0,-0.7,3.2,1.5,2.4,0.9,-1.1,CC1CCN(C(=O)c2ccc(NC(=O)c3ccccc3)cc2)CC1,1.6,0.2
0.2,-1.5,9.0,0.9,4.9,0.5,2.2,CC(=O)Nc1ccc(NC(=O)C(C)OC(=O)C2CCCC2)cc1 (configuration not stated),0.6,3.9
0.3,1.2,0.6,-17.1,-0.9,4.9,1.8,Cc1cnc(Nc2nc3ccccc3o2)nc1C(=O)Nc1cccc(C(F)(F)F)c1,0.8,-3.9
-1.5,-7.3,-26.5,-8.2,-12.2,.,0.6,CC(C)N(C(=O)[C@H]1C[C@H](CC(=O)NC(C)(C)C)C(=O)N2CCc3c([nH]c4ccc(Cl)cc34)[C@]12C)C(C)C,-1.2,3.6
-3.7,-0.6,11.9,6.0,-2.9,4.9,-12.3,CCOc1cccc(C(=O)Nc2ccc3ccccc3c2)c1,4.2,-7.1
-6.3,-0.7,-6.5,-0.2,8.0,3.9,0.5,C/C(=N\O)c1ccc2c(c1)CC(C)O2 (configuration not stated),-0.8,-6.8
-2.8,-1.3,0.4,-8.8,3.1,2.7,1.4,N#CCSc1nnc(-c2cnccn2)n1Cc1ccccc1,0.5,-3.9
-5.3,12.1,-0.6,-62.3,8.8,1.9,2.2,Oc1ccccc1-c1cc(-c2ccc3c(c2)OCCO3)n[nH]1,4.6,-2.1
0.9,1.1,8.7,-5.3,0.3,3.7,2.8,COc1cc(-c2nnc(SCC(=O)/C(C#N)=C(\C)N)o2)cc(OC)c1OC,0.6,-9.4
-5.9,2.6,1.5,-10.4,-0.3,3.7,2.1,Cc1ccc(CNC(=O)C2CC(=O)N(c3ccc(OCC(=O)N4CCCC4)cc3)C2)cc1 (configuration not stated),1.2,-1.1
1.7,-1.0,-0.8,3.3,-3.3,5.5,-3.3,NC(CC(=O)O)c1cccc(OCc2ccccc2)c1 (configuration not stated),0.1,-1.0
3.0,0.2,-3.5,-13.1,7.5,0.6,1.1,NS(=O)(=O)c1ccc(CCNC(=O)CSc2ncnc3ccccc23)cc1,2.6,0.0
-2.9,.,-1.6,.,-0.5,.,-0.2,COCc1cccc(-c2csc(C(C)(O)c3cccc(F)c3)n2)c1 (configuration not stated),5.5,-1.5
-0.7,0.3,-21.0,10.6,-0.3,12.2,-6.2,C[C@H](CO)N1C[C@H](C)[C@@H](CN(C)S(C)(=O)=O)Oc2ccc(NC(=O)Nc3ccc4c(c3)OCO4)cc2C1=O,5.3,5.6
-2.6,-0.6,-13.5,-7.2,7.1,5.5,1.2,CC(C)C[C@H](NC(=O)[C@@H]1Cc2c([nH]c3ccccc23)C2c3ccccc3C(=O)N21)C(=O)NCC1CCCO1 (some centres not stated),3.9,3.0
-0.7,0.8,-3.3,8.9,-0.8,0.3,-1.4,CCOC(=O)CSc1cc(CS(=O)c2ccc(Cl)cc2)nc(-c2ccccc2)n1 (configuration not stated),2.2,3.2
4.2,-1.4,1.1,10.1,1.7,0.9,2.5,O=c1oc2cc([N+](=O)[O-])ccc2nc1/C=C(\O)c1cccc(Br)c1,1.0,0.8
-21.3,40.7,13.6,36.3,32.9*,0.2,3.2,C=CCSc1nsc(NC(=O)Nc2ccc(F)cc2)n1,11.4,-8.6
6.1,-1.4,-0.5,-1.6,-4.0,-0.8,-0.8,CN(C)c1ccc(NC(=O)CN2CCC(NC(=O)C3CCCCC3)CC2)cc1,1.1,4.9
10.4,0.4,-2.6,5.5,8.3,.,1.7,CCCCn1c(N)c(N(C(=O)CSc2nncn2-c2ccccc2)C2CCCC2)c(=O)[nH]c1=O,0.4,16.3
4.6,3.4,-1.6,-25.0,2.6,0.8,-2.2,CCOc1ccc2[nH]c(=O)c(CN(CCN3CCOCC3)Cc3nnnn3C(C)(C)CC)cc2c1,0.3,2.5
-5.2,-1.2,0.3,-3.6,2.4,1.7,0.0,COc1ccc(CCNC(=O)C2=COCCO2)cc1,0.6,-1.6
-4.2,-0.9,-23.1,2.3,19.1,-0.7,-5.3,O=C(NCCCN1CCOCC1)c1onc(CSc2ccccc2)c1C(=O)NCCCN1CCOCC1,0.7,14.3
-0.1,-0.2,-3.3,-4.9,3.3,-0.6,-2.7,COc1ccccc1NC(=O)N1CCN(c2ccc(F)cc2)CC1,1.0,-1.6

# Some of these compounds in order of number of heavy atoms, rising.
M5 PAM,CRFR2-BP ag,M4 antag,CRFR2-BP antag,M5 antag,IDE cell inh,M5 ag,Structure,M4 ag,CHRM4 PAM
-7.9,2.9,-2.3,-29.3,2.6,1.9,-1.9,Cc1cc(NC(=O)Cn2ccc([N+](=O)[O-])n2)no1,1.5,-5.3
2.5,2.0,-6.7,6.2,4.3,-0.4,-3.5,CCOC(=O)C1CCN(CCC(=O)Nc2ccc(Br)cc2)CC1,3.0,-6.4
0.6,0.2,-12.3,-19.8,1.1,-6.4,-0.5,CCc1cc2cccc(C)c2nc1SCC(=O)NNC(=O)c1ccco1,2.9,8.7
